Assay outcomes from PubChem.
CASP6 VEID inh – inhibitors of human caspase-6; P55212; purified caspase-6, Z-VEID-R110 cleavage fluorescence; inhibition, % at 12.5 µM; hit rate 0.53% among 350,000;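 active = mean inhibition across replicates at least about 35%, with every replicate also reaching that limit, limit read from the data; inconclusive = only one of the two criteria met; inactive = neither criterion met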;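 note: 0% = median of neutral control wells and 100% = no fluorescence left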
Target sequence (P55212 24-179 limits assumed): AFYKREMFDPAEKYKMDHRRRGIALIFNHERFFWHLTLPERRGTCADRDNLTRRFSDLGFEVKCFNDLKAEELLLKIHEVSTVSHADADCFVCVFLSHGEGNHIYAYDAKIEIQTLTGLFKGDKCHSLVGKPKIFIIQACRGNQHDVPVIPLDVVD
Target sequence (P55212 194-293 limits assumed): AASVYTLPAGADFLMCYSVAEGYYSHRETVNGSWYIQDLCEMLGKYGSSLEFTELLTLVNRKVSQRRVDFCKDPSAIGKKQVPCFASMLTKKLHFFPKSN
Xi reactivation – reactivates the inactive X chromosome in mouse fibroblasts; XiGFP mouse fibroblasts, % GFP-positive cells imaging, 3 d; cells co-treated with 5-aza-dC sensitizer; scaled so ellipticine positive control = 100%; hit rate 0.055% among 360,000; activation, % at 7.58 µM;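 active = mean normalized replicate activation at least 10% and every replicate at or above 10%; inconclusive = only one of the two criteria met; inactive = mean below 10% and not all replicates reach 10%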;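 note: 0% = median of on-plate neutral control wells and 100% = ellipticine 6 µM median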
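material = 68-5-11 XiGFP fibroblast line | medium = DMEM plus 5-aza-dC sensitizer | schedule = 3 days compound exposure | benchmarks = positive control ellipticine, 6 µM final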
GSIS activator – primary screen for activators of insulin secretion dependent on glucose, INS-1E cells, GLuc reporter luminescence. INS-1E GLuc reporter insulin secretion, 2-3 h. activation, % at 16.6 µM. hit rate 0.61% among 370,000;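 active = lowest replicate activation of at least 40%, so every replicate reaches that level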;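 note: 0% = median of neutral control wells and 100% = median of IBMX positive control wells; some compounds called inactive have numbers as strong as hits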
DENV2 CPE rescue – DENV2-induced cell death inhibition; DENV2-infected cells, cytopathic effect rescue, plate reader; CPE inhibition, % at 9.99 µM; hit rate 1.7% among 350,000; AID 651640; in the data active = CPE inhibition above about 20%, passing the limit was not always enough; inconclusive = no clear call, values can overlap the other calls; tested in BHK-21 cells;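 note: 0% = median of neutral control wells and 100% = median of positive control wells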
E-selectin induc – induces E-selectin expression in human endothelial cells. P16581. activation, % at 7.58 µM. hit rate 0.37% among 260,000. HUVEC E-selectin immunofluorescence imaging; normalized: neutral wells 0, TNF-alpha wells 100. AID 686992;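 active = mean E-selectin-positive cell signal at least 10% of the positive control, reached in at least 60% of replicates, without over 20% cell loss; inconclusive = no rule given, readout overlaps actives, possibly toxicity-flagged; inactive = the rest, including those meeting only one limit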;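 note: in these data hits start at about 27%; measured in HUVEC primary endothelial cells; signal is the percent of cells scored E-selectin positive by PE staining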
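Test system: HUVEC | Signal: Immunofluorescence imaging | Read-out: Percent E-selectin-positive cells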
RAD54 inh – RAD54 (human) branch migration inhibition; Q92698; RAD54 Holliday junction branch migration, FAM/BHQ fluorescence; inhibition, % at 10.4 µM; hit rate 0.14% among 360,000;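 active = mean normalized replicate activity at least 40 and at least half of replicates scoring 40 or more; inconclusive = only one of the two criteria met; inactive = mean below 40 and under half of replicates reaching 40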;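 note: 0% = median of neutral control wells and 100% = median of positive control wells; inhibitors cause a drop in the FAM fluorescence signal; in these data hits start at about 50%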
Target sequence (Q92698 whole entry, looked up): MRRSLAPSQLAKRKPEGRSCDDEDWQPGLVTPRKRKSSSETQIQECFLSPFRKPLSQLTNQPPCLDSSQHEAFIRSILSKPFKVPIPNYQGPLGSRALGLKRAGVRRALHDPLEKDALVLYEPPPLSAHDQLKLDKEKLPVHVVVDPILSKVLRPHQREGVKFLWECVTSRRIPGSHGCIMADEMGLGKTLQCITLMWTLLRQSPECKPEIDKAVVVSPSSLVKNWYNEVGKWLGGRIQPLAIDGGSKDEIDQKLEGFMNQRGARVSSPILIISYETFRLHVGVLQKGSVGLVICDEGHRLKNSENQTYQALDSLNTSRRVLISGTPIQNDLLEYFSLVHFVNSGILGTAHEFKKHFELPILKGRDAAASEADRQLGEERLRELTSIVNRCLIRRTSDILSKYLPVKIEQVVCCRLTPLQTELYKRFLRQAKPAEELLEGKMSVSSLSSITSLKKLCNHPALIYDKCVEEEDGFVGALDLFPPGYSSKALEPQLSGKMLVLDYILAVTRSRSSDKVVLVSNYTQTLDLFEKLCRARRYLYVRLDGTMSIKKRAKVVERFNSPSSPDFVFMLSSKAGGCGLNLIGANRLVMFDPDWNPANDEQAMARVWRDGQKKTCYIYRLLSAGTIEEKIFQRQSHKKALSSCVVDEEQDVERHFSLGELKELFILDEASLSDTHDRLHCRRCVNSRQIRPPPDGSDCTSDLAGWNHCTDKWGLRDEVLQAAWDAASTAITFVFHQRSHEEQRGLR
RAD52 anneal inh – inhibitors of human RAD52 DNA annealing; inhibition, % at 18.7 µM; hit rate 0.46% among 360,000; P43351; recombinant RAD52 DNA annealing, FRET fluorescence; AID 651710;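 active = every replicate showing at least 50% inhibition; inconclusive = mean inhibition at least 50% but not in every replicate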
CFTR F508del cor – CFTR F508del correction in bronchial cells | activity (quench increase), % at 7.58 µM | CFBE cells, YFP halide quenching; stimulated with forskolin plus potentiator P3; % fluorescence drop versus neutral controls | AID 720511 | hit rate 0.36% among 350,000;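 active = mean added fluorescence quench of at least 8% versus neutral control, with both replicates also reaching 8%; inconclusive = only one of the mean or replicate conditions met; inactive = mean below 8% and not both replicates reaching 8%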;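 note: cells transiently co-express mutant CFTR-F508del with the halide-sensitive YFP; corrector assay measuring rescue of mutant channel to the surface after 24 h compound exposure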
The depositor's hits bear a star; ? = inconclusive; . = not tested or not shown. Rows were taken by chance. Share with any hit: about 3.7%.

SMILES	CASP6 VEID inh	Xi reactivation	GSIS activator	DENV2 CPE rescue	E-selectin induc	RAD54 inh	RAD52 anneal inh	CFTR F508del cor
C[C@H]1CCCCO[C@H](CN(C)S(=O)(=O)c2cccs2)[C@@H](C)CN([C@@H](C)CO)C(=O)c2cc(NS(C)(=O)=O)ccc2O1	1	-0.2	-9	1	-0.2	-5	-1	1.1
Cc1ccccc1OC(C)C(=O)NCc1cccnc1 (configuration not stated)	-5	-0.1	11	-7	2.3	-7	-15	3.5
COc1ccc(NC(=O)CS(=O)c2ccc(F)cc2)cc1 (configuration not stated)	-2	-0.1	0	7	0.5	-17	-9	-0.3
COc1ccc(CNC(=O)[C@H](Cc2c[nH]c3ccccc23)NC(C)=O)cc1OC	-3	0.2	-5	-5	.	7	-2	0.1
CO[C@@H]1CN(C)C(=O)c2cc(NC(=O)Nc3ccccc3)ccc2OC[C@H](C)N(C(C)=O)C[C@@H]1C	-5	0.4	10	-3	0.0	-14	12	1.3
C[C@H](CO)N1C[C@H](C)[C@@H](CN(C)Cc2cccc(C(=O)O)c2)Oc2cc(C3=CCCCC3)ccc2S1(=O)=O	1	0.0	-10	4	0.4	-1	-17	-0.7
CCOc1ccc(CSC2=NCCN2)cc1[N+](=O)[O-]	2	0.0	7	?	.	.	-11	2.3
CC(C)NC(=O)c1cc(C2CCCCN2C(=O)c2ccc(C#N)cc2)on1 (configuration not stated)	-1	0.0	-12	-3	0.0	-24	-10	-2.7
O=C(O)C[C@@H]1CC[C@H](NC(=O)Nc2ccccc2)[C@@H](CO)O1	-4	-0.5	-1	5	-0.5	-4	-16	-1.9
CNc1ncnc2sc(-c3ccccc3)cc12	-1	0.2	4	-1	1.6	0	-7	3.3
Cc1ccc2[nH]c(=O)c3cc(C(=O)N(C)c4ccccc4C)sc3c2c1	-1	0.1	11	-5	0.9	4	-11	3.6
OCc1nc2nc(Cl)c(Cl)nc2[nH]1	1	0.0	-1	2	.	-4	-53	2.1
CCOC(=O)c1nn(-c2ccc(OCC)cc2)c2nc(-c3ccco3)c(C#N)c(=O)n12	0	0.0	8	7	.	6	-15	1.0
Cn1c(N)c(C(=O)CCc2ccccc2)c(=O)n(C)c1=O	-1	0.1	31	-5	0.4	.	-44	-1.7
NNC(=O)C(=O)NCCCN1CCOCC1	-3	0.0	10	15	.	.	-6	-3.3
CO[C@H]1CN(C)C(=O)c2ccc(NC(=O)C3CC3)cc2OC[C@@H](C)N(Cc2cccc(F)c2)C[C@H]1C	.	0.2	-29	.	-0.2	-3	.	1.5
CCCNc1c(NC(=O)C2CCC(C)CC2)c(=O)oc2ccccc12 (configuration not stated)	2	0.3	15	3	2.9	-5	-5	-0.8
O=C(NCc1ccc(F)cc1)[C@H]1[C@H](CO)[C@H]2Cn3c(cccc3=O)[C@@H]1N2C(=O)c1cnccn1	2	-0.1	10	-5	0.0	7	-6	0.8
O=C(NCc1ccc(Cl)cc1)N1CCOCC1	-1	0.0	-11	-4	.	-7	-13	0.6
COCCCNC(=S)NCCNc1nc2cc(C)cc(C)c2cc1C#N	0	0.1	-28	-4	5.6	.	-2	2.0
CO[C@H]1CN(C)C(=O)c2ccc(NS(=O)(=O)c3cccc(Cl)c3)cc2OC[C@H](C)NC[C@H]1C	0	0.1	0	4	-0.1	-3	8	-0.8
O=[N+]([O-])c1cc(/C=N/N/C(=N/c2ccccn2)c2ccccn2)ccc1O	7	0.0	1	-1	.	.	-118	3.7
COc1ccc(-c2noc(CCC(=O)N3CCN(c4ccc(F)cc4)CC3)n2)cc1	-1	0.0	-7	7	0.1	0	-14	-0.1
O=C(c1ccc(OC2CCN(CCc3ccccc3)CC2)cc1)N1CCCC(CO)C1 (configuration not stated)	2	0.0	3	0	-1.8	.	3	0.9
Cn1cnnc1SCC(=O)NCc1ccccc1	-5	0.0	-14	3	1.3	.	-9	-1.4
Next part:
SMILES	CASP6 VEID inh	Xi reactivation	GSIS activator	DENV2 CPE rescue	E-selectin induc	RAD54 inh	RAD52 anneal inh	CFTR F508del cor
CCCCCOC(=O)Nc1nnc(CCCCC)s1	2	.	6	10	.	6	2	1.0
Cc1[nH]c(=O)[nH]c(=O)c1CSCC(=O)OCC(=O)Nc1ccccn1	2	-0.6	32	-1	.	.	-13	-0.2
O=C(C1CC(=O)N(c2ccccc2)C1)N1CCC(c2nc3ccccc3[nH]2)CC1 (configuration not stated)	3	-0.1	10	1	.	3	7	-0.3
CCCOP(=O)(c1ccc(N(C)C)cc1)C(O)c1ccc(N(C)C)cc1 (configuration not stated)	-6	0.0	10	11	.	4	6	-0.1
Cc1ccc(S(=O)(=O)Cn2nnnc2C(C)N2CCN(C(=O)c3ccco3)CC2)cc1 (configuration not stated)	-4	.	-11	1	.	.	3	0.8
CN(Cc1ccco1)c1ncnc2ccc(-c3ccc4c(ccn4C)c3)cc12	-1	0.4	-2	?	.	-3	-41	14*
CN1C(=O)c2cc(NC(=O)Nc3ccccc3F)ccc2OC[C@@H]2O[C@@H](CC(=O)NCc3ccc(-c4ccccc4)cc3)CC[C@H]21	3	0.2	0	8	0.4	7	-13	-6.2
COc1ccc2[nH]c(C(=O)N3CCN(Cc4ccccc4)CC3)cc2c1OC	2	0.3	-1	?	0.8	-8	-1	-1.3
Cc1nc(C)c(CC(=O)N/N=C/c2ccc(O)cc2)c(=O)[nH]1	0	0.1	9	31*	.	.	-4	0.8
COc1ccc(C2=NOC(C(=O)Nc3cc(C)on3)C2)cc1 (configuration not stated)	1	0.2	5	-7	0.5	6	5	-0.5
CC(C)CN1CCC(=O)N([C@H](COc2ccccc2)c2ccccc2)CC1	-2	0.0	-28	-2	0.2	-4	1	-1.6
CC(=O)c1ccc(NC(=O)[C@@H]2CCCN2C2=NS(=O)(=O)c3ccccc32)cc1	-3	0.2	1	-5	-0.1	-1	-3	2.8
Cc1ccc(Cn2nnc3c(=O)[nH]c(C4CCN(C(=O)Cc5cccs5)CC4)nc32)cc1	12	.	-19	1	.	6	-8	1.3
CCNC(=O)[C@H]1[C@H](CO)[C@H]2Cn3c(ccc(-c4ccc(OC)cc4)c3=O)[C@H]2N1Cc1ccccc1	19	0.1	-14	9	-0.2	-15	-20	-3.4
CCc1c(O)c(-c2ccccc2)c(=O)n(-c2ccccn2)c1-c1ccccc1	9	0.0	6	-2	.	.	7	3.5
NC(=O)C1=C[C@@H](c2csc3ccccc23)C[C@@H](OCc2ccc(CO)cc2)O1	4	0.1	-9	-14	.	-15	-25	3.5
CCOCCCNC(=O)c1cn(C)c2ccc(S(=O)(=O)N3CCCCC3)cc2c1=O	1	0.0	9	1	.	-7	-5	-2.5
Cc1cccc(C)c1NC(=O)C(c1cccc(F)c1)N1CCN(C)CC1 (configuration not stated)	1	0.1	5	5	0.2	.	-6	-1.1
N#C/C(=C/c1cn(-c2ccccc2)nc1-c1cccc(S(=O)(=O)N2CCOCC2)c1)C(=O)NCc1ccco1	-2	0.0	-1	?	.	.	-20	.
CCCN1CCN(CCCNC(=O)c2ccc3nc(N4CCC(C)CC4)sc3c2)CC1	-8	-0.1	15	-7	-0.1	0	8	-0.4
O=C(c1ccc([N+](=O)[O-])cc1)N(c1ccccn1)c1ccccn1	-4	0.4	-5	0	.	.	4	-0.2
COc1ccc2c(c1)CC(N1CCN(C)CC1)c1cc(OC)ccc1S2 (configuration not stated)	-10	0.0	-17	-17	.	.	40	-0.9
CN(C)Cc1csc(NC(=O)Nc2ccccc2C(C)(C)C)n1	-4	0.1	-8	6	-0.1	1	-5	-6.7
C[C@H]1CCCCO[C@@H](CN(C)C(=O)Nc2ccc(C(F)(F)F)cc2)[C@@H](C)CN([C@@H](C)CO)C(=O)c2cc(N(C)C)ccc2O1	-5	0.1	-12	.	-0.2	-5	28	-0.3
C[C@@H]1CN([C@H](C)CO)S(=O)(=O)c2ccc(C#Cc3ccc(F)cc3)cc2O[C@@H]1CN(C)C(=O)CN(C)C	-1	-1.1	53	-2	-0.2	5	65*	-3.9
(further entries)
SMILES	CASP6 VEID inh	Xi reactivation	GSIS activator	DENV2 CPE rescue	E-selectin induc	RAD54 inh	RAD52 anneal inh	CFTR F508del cor
CN(Cc1ccccc1F)C(=O)CNC(=O)Cc1cccc2ccccc12	-26	0.3	0	-11	0.0	7	-23	2.4
Cc1ccc(S(=O)(=O)N2[C@@H](c3ccccc3)C(C(=O)O)=CC[C@H]2c2cccc(C)c2)cc1	3	-0.3	10	-4	0.2	-8	-2	2.2
c1ccc(-c2cnnn2-c2ccccc2)cc1	0	0.0	41	20	.	-5	-8	-2.4
CO[C@@H]1CN(C)C(=O)c2ccc(NC(=O)C3CCOCC3)cc2OC[C@@H](C)N(Cc2cccnc2)C[C@@H]1C	2	-0.1	3	11	-0.2	.	-11	-0.6
O=C(Nc1ccccc1)Nc1ccc(Cl)c(S(=O)(=O)N2CCOCC2)c1	3	0.2	-27	0	1.4	-1	-15	-3.9
CC(C)N(Cc1nc(-c2ccccc2)no1)C(=O)c1ccc(Cl)cc1	-2	0.1	-41	-2	9.5	-2	8	0.0
CC(C)NC(=O)N(C)C[C@@H]1Oc2ccc(NC(=O)CCC(F)(F)F)cc2C(=O)N([C@@H](C)CO)C[C@H]1C	1	-1.4	26	-12	-3.6	-2	4	0.6
O=C(CN(Cc1ccccc1)S(=O)(=O)c1ccc(F)cc1)NCc1cccnc1	-3	0.3	20	5	.	-7	1	9.0*
Cc1ccc2c(c1)C(=C(C#N)C#N)CCN2	0	0.0	-7	7	0.4	.	-28	2.5
C=CC[C@H](CC(=O)OC(C)(C)C)C(=O)OC[C@H]1CCCN1C(=O)[C@H](CC=C)CC(=O)NCCO	1	0.1	23	-8	0.1	2	1	-0.4
Cn1cnc(S(=O)(=O)N[C@@H]2C=C[C@@H](CC(=O)N3CCN(c4ccccc4)CC3)O[C@H]2CO)c1	0	1.2	7	13	-0.1	-1	-13	-2.6
O=C(Nc1ccc(Cl)c(Cl)c1)N[C@@H]1CC[C@H](CCn2cc(C3CCCCC3)nn2)O[C@@H]1CO	0	-0.4	-38	10	0.6	-4	13	4.1
Cc1cc(C)c(S(=O)(=O)NCc2ccccn2)c(C)c1	0	0.0	25	3	.	-5	-20	-1.3
C[C@@H]1CN([C@@H](C)CO)C(=O)c2cc(NC(=O)CCC(F)(F)F)ccc2O[C@@H](C)CCCCO[C@H]1CN(C)Cc1ccc(Cl)c(Cl)c1	1	0.0	-11	4	-0.2	-3	-28	2.1
Cc1cc(C)cc(OCC(O)CN2CCN(Cc3ccc4c(c3)OCO4)CC2)c1 (configuration not stated)	2	0.0	-3	3	.	.	0	4.3
COc1ccc(S(=O)(=O)NC2CCc3ccccc32)cc1OC (configuration not stated)	5	-0.1	34	-1	0.2	-2	-2	3.2

Full records, looked up by structure. Order of screens: CASP6 VEID inh	Xi reactivation	GSIS activator	DENV2 CPE rescue	E-selectin induc	RAD54 inh	RAD52 anneal inh	CFTR F508del cor
`Cc1ccc2c(c1)C(=C(C#N)C#N)CCN2` as listed: 0	0.0	-7	7	0.4	.	-28	2.5
`C=CC[C@H](CC(=O)OC(C)(C)C)C(=O)OC[C@H]1CCCN1C(=O)[C@H](CC=C)CC(=O)NCCO` as listed: 1	0.1	23	-8	0.1	2	1	-0.4
`c1ccc(-c2cnnn2-c2ccccc2)cc1` as listed: 0	0.0	41	20	.	-5	-8	-2.4
`O=C(Nc1ccccc1)Nc1ccc(Cl)c(S(=O)(=O)N2CCOCC2)c1` as listed: 3	0.2	-27	0	1.4	-1	-15	-3.9
